# M1 ag parental: counter-screen for M1 agonists: effect in parental CHO-K1 cells | Fluo-8 calcium fluorescence; scaled to maximal ATP response, vehicle zero | activation, % at 3 µM | 360,000 tested, 0.48% active | AID 602248, 2012; in the data active = activation above about 15%;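 note: untransfected CHO-K1 host cells lacking M1 receptor as counterscreen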
# TAAR1 ag: human TAAR1 agonists, primary screen, Fluo-8 calcium fluorescence, CHO RD-HGA16 cells; vehicle wells 0%, saturating PEA agonist 100%; activation, % at 3 µM; 360,000 tested, 0.99% active; AID 624467, 2012;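 active = activation above the mean activation of all test compounds in the run plus 3 SD, cut at about 38% in these data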
# Target sequence (Q96RJ0 whole entry, looked up): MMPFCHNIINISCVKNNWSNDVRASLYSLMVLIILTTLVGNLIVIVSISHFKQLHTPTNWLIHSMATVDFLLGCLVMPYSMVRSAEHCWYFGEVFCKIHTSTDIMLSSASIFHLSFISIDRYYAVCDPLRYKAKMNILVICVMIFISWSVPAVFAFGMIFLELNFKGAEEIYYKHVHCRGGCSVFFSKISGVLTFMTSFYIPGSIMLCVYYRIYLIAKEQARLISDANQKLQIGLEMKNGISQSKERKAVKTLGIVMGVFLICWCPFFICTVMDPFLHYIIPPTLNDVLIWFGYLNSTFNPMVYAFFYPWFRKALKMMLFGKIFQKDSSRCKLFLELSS
#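 Assay system – CHO-derived RD-HGA16 cells with stable Gα16 and human TAAR1 · Compound dosing – one-point dosing at 3 µM (nominal) · Incubation – 17-24 h seeding, 75 min 37 °C dye, 30 min RT · Measured by – kinetic Fluo-8 calcium fluorescence · Control set – DMSO vehicle as 0%, PEA at EC100 as 100% · Repeats – single well for each compound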
# M1 antag: human M1 muscarinic receptor antagonists, primary screen, CHO-K1 cells, Fluo-8 calcium fluorescence, 1536-well; Muscarinic acetylcholine receptor M1 (Homo sapiens), P11229; CHO-K1 hM1, ACh EC80 antagonist; inhibition, % at 3 µM; 360,000 tested, 1.3% active; AID 588852, 2011;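 active = percent inhibition above its own plate's cutoff, namely the mean of that plate's compound wells plus 3 SD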;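 note: peak over basal fluorescence ratio during 140 s after agonist addition; 0% = ACh EC80 plus DMSO and 100% = DMSO alone without agonist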
# Target sequence (P11229 whole entry, looked up): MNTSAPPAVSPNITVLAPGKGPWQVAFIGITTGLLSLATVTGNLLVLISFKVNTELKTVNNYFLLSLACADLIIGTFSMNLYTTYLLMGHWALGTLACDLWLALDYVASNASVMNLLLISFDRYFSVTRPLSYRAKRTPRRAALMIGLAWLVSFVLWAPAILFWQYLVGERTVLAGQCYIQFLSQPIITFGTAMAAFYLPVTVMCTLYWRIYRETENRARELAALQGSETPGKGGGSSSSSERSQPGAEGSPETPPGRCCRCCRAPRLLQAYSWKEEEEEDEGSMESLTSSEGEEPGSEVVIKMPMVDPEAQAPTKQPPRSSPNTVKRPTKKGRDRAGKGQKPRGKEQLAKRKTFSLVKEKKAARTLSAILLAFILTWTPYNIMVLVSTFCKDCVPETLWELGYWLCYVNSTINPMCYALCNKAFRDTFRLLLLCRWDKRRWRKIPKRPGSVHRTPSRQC
# OXTR potentiator: human OXTR potentiators, primary screen, fluorescence, CHO-OTR cells, Fluo-8 calcium. Oxytocin receptor (Homo sapiens), P30559. Fluo-8 calcium fluorescence, potentiator mode; 0% = oxytocin EC15, 100% = EC100. activation, % at 3 µM. 320,000 tested, 0.061% active;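 active = activation above that plate's cutoff, the mean activation of tested compounds plus 3 SD, cut at about 6.6% in these data, passing the limit was not always enough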;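 note: 100% uses oxytocin at 75 nM as the full agonist control; some results filed as inactive read as strong as hits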
#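 assay system = CHO-OTR cells, human receptor | schedule = compound 6 min at room temperature before oxytocin, 100 s read | detection = Fluo-8 intracellular calcium fluorescence, ex 470-495, em 515-575 nm | evaluation = normalized max/min fluorescence ratio, % activation | control set = EC15 oxytocin alone as 0%, 75 nM oxytocin (EC100) as 100%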
# CHO parental Ca: ATP-evoked calcium signal inhibitors, parental CHO, primary screen, counter-screen for OX1R antagonist project, cell-based, fluorescence, Fluo-8 calcium dye | parental CHO-K1, ATP-induced calcium, Fluo-8 fluorescence | inhibition, % at 5.6 µM | 330,000 tested, 0.63% active | AID 463079, 2010;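 active = inhibition above that plate's mean sample inhibition plus 3 SD, cut at about 26% in these data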;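 note: 0% = ATP-challenged DMSO wells and 100% = DMSO wells without ATP; some compounds past the cut are filed as inactive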
#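 Measured by: calcium-sensitive Fluo-8 fluorescence / Test system: CHO parental line / Controls: ATP-challenged DMSO wells low, unchallenged DMSO wells high / Measure: % inhibition / Compound: single nominal dose of 5.6 µM per compound / Replicates: single well per compound, no replicates / Reagent: ATP as calcium-mobilizing challenge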
# TAAR1 antagonist: human TAAR1 antagonists, primary screen, Fluo-8 calcium fluorescence, CHO RD-HGA16 cells; Trace amine-associated receptor 1 (Homo sapiens), Q96RJ0; antagonist; inhibition, % at 3 µM; 360,000 tested, 1.5% active;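 active = inhibition above a per-plate cutoff, the mean inhibition of test compounds on that plate plus 3 SD, cut at about 49% in these data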;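 note: 0% = DMSO plus EC80 beta-PEA response and 100% = DMSO alone without agonist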
#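 Test system: RD-HGA16 CHO cells with stable hTAAR1 and Gα16 / Probe or stimulus: EC80 β-phenethylamine stimulus / Times: seeding 17-24 h prior, 75-min 37 °C, 30-min RT dye loading / Detection: Fluo-8 calcium-sensitive fluorescence / Read-out basis: % inhibition scaled between DMSO and EC80 PEA controls / Repeats: singlicate, one well per test compound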
# CHRM1 agonist: human M1 muscarinic receptor agonists, primary screen, Fluo-8 calcium fluorescence, CHO-K1 cells, HTS. Muscarinic acetylcholine receptor M1 (Homo sapiens), P11229. CHO-K1 hM1, agonist mode; 0% DMSO, 100% acetylcholine EC100. AID 588814, 2011. activation, % at 3 µM. 360,000 tested, 0.33% active;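 active = activation above the run's mean compound activation plus 3 SD, cut at about 16% in these data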;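 note: peak over basal fluorescence ratio within a 140 s kinetic read after compound addition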
# M1 PAM parental: nonselective calcium activators in parental CHO-K1 cells, primary screen, counter-screen for M1 PAM project, cell-based, Fluo-8 calcium fluorescence, full deck, 1536-well. activation, % at 3 µM. 360,000 tested, 0.02% active. ATP EC20; 0% at ATP EC20, 100% at ATP max;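 active = activation above the run cutoff, the mean activation of all test compounds plus 3 SD, cut at about 40% in these data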;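 note: peak over basal fluorescence ratio in a 140 s read after ATP addition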
# CHO-K1 Ca antag: counter-screen for M1 antagonists: effect in parental CHO-K1 cells; inhibition, % at 3 µM; 360,000 tested, 0.6% active; ATP-induced calcium, Fluo-8 fluorescence;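 active = inhibition above a per-plate cutoff, the plate's mean sample inhibition plus 3 SD, cut at about 24% in these data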;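 note: 0% = DMSO plus EC80 ATP and 100% = DMSO alone without ATP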
# * = called active by the depositor; . = no result given.
SMILES,M1 ag parental,TAAR1 ag,M1 antag,OXTR potentiator,CHO parental Ca,TAAR1 antagonist,CHRM1 agonist,M1 PAM parental,CHO-K1 Ca antag
COc1ccc(N2CCN(C(c3cc4ccc(C)cc4[nH]c3=O)c3nnnn3C3CCCC3)CC2)cc1 (stereo not drawn),0.5,9,-2,-2,-12,4,-6,16,1
Cc1ccc(C)c(SCC(=O)Nc2ccc(S(=O)(=O)Nc3ncccn3)cc2)c1,-0.2,4,-14,-10,8,-17,0,22,-7
NC(=O)c1nsc(C(=O)N(Cc2cccnc2)C(C(=O)NC2CCCC2)c2ccc(F)cc2)c1N (stereo not drawn),1.6,-2,7,-1,-18,-12,-1,-4,-1
COc1cc(C(=O)N2CCN=C2c2ccccc2)cc(OC)c1OC,0.8,4,-14,-7,-11,3,-1,16,-2
Cc1ccc(S(=O)(=O)N2CCC(C(=O)OC(C)C(=O)N(C)c3ccccc3)CC2)cc1C (stereo not drawn),3.3,4,-6,-3,-10,-6,-4,4,-13
CCOC(=O)c1c(NC(=S)Nc2ccc(Cl)cc2)sc2c1CCN(C)C2,0.5,4,1,-6,-13,11,-8,0,3
Cc1ccc(N=C(NO)c2cnccc2C(F)(F)F)c(C)c1,5.9,-1,14,-15,-1,0,-5,1,8
N#Cc1cccc(CN2CCCN(Cc3ccc(F)cc3)S2(=O)=O)c1,2.3,2,-4,-15,-10,-6,-5,5,-7
O=C1CC(c2ccc(Cl)cc2)Oc2ccc(Cl)cc21 (stereo not drawn),0.6,-1,-16,.,.,11,-5,15,-16
CC(=O)Nc1cccc(C(=O)OCc2ccccc2)c1,1.2,5,-14,-12,0,7,0,16,-8
O=C1CC(Cc2ccccc2)C(=O)N1c1ncccn1 (stereo not drawn),1.1,5,-5,-3,-1,-21,2,-1,-9
CSc1ncccc1C(=O)OCC(=O)Nc1ccc(C)c(S(=O)(=O)N2CCOCC2)c1,3.3,4,0,-8,-14,8,0,1,-6
CC(C)c1cc(=O)[nH]c(N2CCN(Cc3ccc4c(c3)OCO4)CC2)n1,-0.2,2,-14,2,-20,-10,-3,-6,-3
COc1ccc(/C=C2\CCCCC2=O)cc1,4.7,4,16,-2,-19,-28,-3,0,1
CCc1c(C)nc(SCC(=O)c2cccs2)c(C#N)c1C,1.4,12,2,-8,-6,9,-7,5,-6

# 3 consecutive records already listed:
SMILES,M1 ag parental,TAAR1 ag,M1 antag,OXTR potentiator,CHO parental Ca,TAAR1 antagonist,CHRM1 agonist,M1 PAM parental,CHO-K1 Ca antag
CC(=O)Nc1cccc(C(=O)OCc2ccccc2)c1,1.2,5,-14,-12,0,7,0,16,-8
O=C1CC(Cc2ccccc2)C(=O)N1c1ncccn1 (stereo not drawn),1.1,5,-5,-3,-1,-21,2,-1,-9
CSc1ncccc1C(=O)OCC(=O)Nc1ccc(C)c(S(=O)(=O)N2CCOCC2)c1,3.3,4,0,-8,-14,8,0,1,-6

# Carrying on.
SMILES,M1 ag parental,TAAR1 ag,M1 antag,OXTR potentiator,CHO parental Ca,TAAR1 antagonist,CHRM1 agonist,M1 PAM parental,CHO-K1 Ca antag
COc1ccc2[nH]c(C)c(CCNC(=S)Nc3ccccc3OC)c2c1,1.4,2,4,-2,-8,1,-2,-6,8
CCOc1ccc(C(=O)N/N=C(\c2ccccc2)c2ccccn2)cc1,1.3,2,-31,-6,-6,12,-5,21,-8
O=C(CN1CCN(S(=O)(=O)N2CCOCC2)CC1)Nc1cc(Cl)cc(Cl)c1,1.2,3,23,-5,4,-10,-5,-15,3
COc1c(N2CCN(C(=S)Nc3ccc(F)cc3)C(C)C2)c(F)cc2c(=O)c(C(=O)O)cn(C3CC3)c12 (stereo not drawn),0.2,1,-12,0,-8,10,-3,10,-6
C=CCn1c(CNC(=O)c2cccs2)nnc1SCc1ccc(Cl)cc1Cl,0.3,9,0,-11,-23,-3,-1,5,-6
O=C(c1cc(-c2ccccc2Cl)on1)N1CCCC1,0.9,2,-7,-10,-7,-6,-2,14,-18
CCN(CC(=O)Nc1ccc(OC)cc1)C(=O)c1cccc(S(=O)(=O)N2CCN(c3ccccc3)CC2)c1,0.9,5,7,.,.,2,-2,-16,15
CCOc1cccc(OCCOCCN2CCCC2)c1,-0.2,9,1,-20,-14,9,-6,0,-7
O=C(N/N=C/c1oc(O)c2ccccc12)c1ccccc1O,0.3,9,-7,-6,-13,-3,-3,0,7
COc1ccc(NC(=O)CSc2nnc3ccc(-c4cccnc4)nn23)cc1,0.6,0,-11,-2,-16,-10,-5,16,1
COC(=O)CSc1nnc(SCc2ccc(OC)cc2)s1,0.9,-2,1,-9,-2,-30,-8,20,1
O=C(CCl)NCCCCCCCCCNC(=O)CCl,1.2,1,-14,-8,3,8,-9,17,-11
COCCN(C(=O)C1CCC1)c1c(N)n(CC(C)C)c(=O)[nH]c1=O,0.3,7,-15,-1,-12,-6,-1,6,-12
OC1CC(c2ccco2)NC2(CCCCC2)C1 (stereo not drawn),0.7,6,-9,-1,11,9,-3,17,-3
COC(=O)c1ccc(N2CCN(C)CC2)c(NC(=O)COc2cccc(C)c2)c1,1.3,2,-13,-11,-10,-9,-7,7,-9
O=[N+]([O-])C1=CC=C2C(=NC3(CCCCC3)N2O)C1=NCCc1ccccc1,0.7,44*,-15,.,.,14,-8,8,1
O=C(Nc1ccccn1)C1CCN(C(=O)c2ccc(F)cc2)CC1,1.6,2,-12,-10,-12,-16,-2,1,-3
COc1ccc(CCNC(=O)CN(C2CCCCC2)S(C)(=O)=O)cc1,0.7,5,-21,-4,-2,11,-2,7,-7
Cc1cccc(-c2ccc3ncnc(NCc4cccnc4)c3c2)c1,1.8,2,-4,0,-22,0,-9,11,-1
Cn1c(SCc2ccc(Cl)cc2)nnc1-c1ccc2nonc2c1,-0.4,-2,-1,-1,0,-23,-4,-21,9
CCCCn1nnnc1C1(C)CCC(=O)N1c1ccc(N2CCOCC2)cc1 (stereo not drawn),1.5,0,.,.,.,3,.,19,-14
Cc1ccc(Cl)cc1N(CC(=O)NC1CCCC1)C(=O)c1csnn1,1.1,6,-8,5,-10,-10,-4,2,-10
O=C(CN1C(=O)C(=O)N(Cc2ccccc2)C1=O)c1ccc[nH]1,-0.1,-1,0,-8,1,5,-4,-2,6
COc1cccc(N2CCN(c3ncnc4c3cnn4-c3ccc(C)cc3C)CC2)c1,11,4,64*,-9,42*,96*,3,-1,12
COc1cc(C(=O)C(=O)c2ccc(OC)c(OC)c2)ccc1O,0.3,2,-5,.,.,-5,0,11,-15
CC/C(=C\c1ccc(Cl)cc1)c1ccncc1,-0.8,13,5,.,.,9,-5,-26,7
CC(=O)N1CCN(CC(C)(C)NS(=O)(=O)c2ccccc2)CC1,0.1,17,-4,-1,-13,-4,-1,-9,-8
CCCSc1cc(N2CCOCC2)nc(-c2ccccc2Cl)n1,0.0,10,1,-7,-16,-20,-4,11,-8
COc1ccccc1NC(=O)C1=C(C)Nc2nc(CCCO)nn2C1c1ccc2c(c1)OCO2 (stereo not drawn),0.7,11,-30,-3,-12,-16,-2,23,-12
Cc1ccc(S(=O)(=O)CCC(=O)OCc2nc(N)nc(Nc3ccccc3C)n2)cc1,14,2,-5,-6,-20,-12,-2,0,7
O=C(Nc1ccccn1)c1ccc(=O)[nH]n1,-0.1,14,-10,3,5,3,-3,3,-7
CCCNC(=O)c1ccc2c(=O)c(O)c(-c3ccc(C)cc3)[nH]c2c1,0.1,3,1,1,-8,22,-3,2,-1
CC[C@@H]1CCCCc2ccccc2[C@H](C(=O)C[C@H](O)CC(C)=O)OC1=O,0.9,1,-11,-1,-10,9,-2,12,-11
Cc1ccccc1Nc1c(F)c(F)c(F)c(F)c1C(=O)O,0.7,2,3,-4,-6,16,-6,10,1
CCOC(=O)c1sc(NC(=O)CN2C(=O)NC3(CCCCCCC3)C2=O)c(C(=O)OCC)c1C,1.8,0,-33,5,-12,-19,-1,18,-18
O=C(COC(=O)c1cc(=O)[nH]c(=O)[nH]1)Nc1cccc(Cl)c1,0.6,9,4,2,2,1,-4,12,-11
COc1cc(/C=N/NC(N)=O)cc([N+](=O)[O-])c1O,-0.1,0,3,1,-4,-20,-1,4,5
CC(C)(C)c1nnc(N/N=C/c2ccccc2O)n(N)c1=O,9.0,25,27,-11,-9,59*,2,8,6
O=C(NCc1ccc2c(c1)OCO2)c1ccco1,-0.2,7,-9,-6,6,4,-3,12,-12
S=C(NCCSCc1ccccc1Cl)Nc1ccccc1,7.6,11,4,-25,-3,36,2,16,9
Cc1nc(-c2ccccc2)sc1C1(C)CC(c2ccccc2F)=NO1 (stereo not drawn),-0.2,9,0,-14,-20,-8,-2,-17,10
Cc1ccc(C)c(C(=O)O/N=C(\N)c2ccc(Br)cc2)c1,0.8,9,-1,-8,-7,9,-6,10,-2
O=C(CNC(=O)c1ccccc1F)NC1CCN(Cc2ccccc2)CC1,0.0,1,-14,2,-10,-1,-6,9,-8
O=c1cc(CN2CCN(Cc3ccccc3)CC2)c2cc(Cl)ccc2o1,0.1,7,-18,.,.,-12,-4,4,-16
Cc1cc(C(=O)COC(=O)C2=COCCO2)c(C)n1-c1ccccc1,-0.1,2,0,0,-14,-23,-4,1,-3
O=S(=O)(NCC(O)c1ccccc1)c1ccc(-c2ccccn2)s1 (stereo not drawn),3.0,11,-9,-12,-14,1,5,-15,3
C/C(=N\NC(=O)c1cc(-c2cccc(OC(C)C)c2)nc2ccccc12)c1cccnc1,2.9,7,-4,.,.,-19,2,-2,-2
Nc1c(-c2ccccc2)cnc2c(-c3ccccc3)cnn12,0.5,0,-11,-17,-3,21,-2,-5,-6
Cn1c(=S)n(C)c2ccccc21,-0.1,8,-16,-7,3,-16,-3,-3,-6
O=C(/C=C/c1cccc([N+](=O)[O-])c1)NCCSCc1ccco1,0.7,2,-1,-6,-15,26,-6,-1,-3

# Assay outcomes from PubChem.

# An unsorted share of the library; overall some 4.2% were active at least once.
